# ERG Ets-DNA blk: qHTS for Small Molecule Inhibitors of the ERG Ets/DNA interaction; Transcriptional regulator ERG (Homo sapiens), P11308; fluorescence polarization, His-ERG Ets domain / labelled DNA; Potency, µM (series often up to 76.9 µM), for inactives: at the highest dose FP activity, negative = inhibition, actives largely listed as inhibitors; actives 0.028% (n = 370,000); AID 624246, 2012; active = well fitted inhibition curve with a large enough effect in the polarisation, with a control signal flat; inconclusive = small, poorly fitted or top-dose-only effect, or effect the other way, or a change in a side signal; inactive = no such curve, though single readings can be large or run the other way; the % refers to the polarisation;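 note: polarization taken with two DNA probes labelled with fluorescein and Texas red; potency is the fitted concentration of half-maximal effect; % of control where 0% means no effect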
#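 His-tagged ERG Ets domain (1 uM in the protein solution; 300mM KCl, 50mM Tris-HCl, 1mM EDTA, 1mM DTT, pH 7.5) received compound, then a probe mix of 5 nM fluorescein-DNA and 100nM Texas-615-DNA. Fluorescence polarization was read for both dyes.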
# PI4K2A inh: qHTS for small molecular inhibitors of PI4K2A | Phosphatidylinositol 4-kinase type 2-alpha (Homo sapiens), Q9BTU6 | actives 0.13% (n = 420,000) | purified PI4K2A, ADP-Glo luminescence, 1 h; hits give low values | activity change, negative = inhibition, % at 76.9 µM; in the data active = activity change below about -50%; inconclusive = mostly about -30% to -49%;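 note: -100% = wells without enzyme as full effect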
#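 ADP-Glo luminescence measured ADP generated by PI4K2A enzyme (4 ug/mL before mixing) with 1.2 mM PI substrate (pre-mix) and 300 microM ATP (pre-mix). Tris pH7.5 buffer with MgCl2, Triton X-100; 1 h reaction at ambient temperature.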
# Pin1 inhibitor: qHTS Assay to Find Inhibitors of Pin1; Peptidyl-prolyl cis-trans isomerase NIMA-interacting 1 (Homo sapiens), Q13526; actives 0.009% (n = 390,000); Pin1 FP peptide displacement, HiFluor488, 10 min; Potency, µM (series often up to 115 µM), for inactives: top-dose activity, negative = inhibition, most hits filed as inhibitors; active = well fitted inhibition curve with a large enough effect in the polarisation, with a control signal flat, not every such curve was filed as active; inconclusive = small, poorly fitted or top-dose-only effect, or effect the other way, or a change in a side signal; inactive = no such curve, though single readings can be large or run the other way; the % refers to the polarisation; note: potency is the fitted concentration of half-maximal effect; % is set by controls: 0 for no effect and ±100 for the full control effect
# HP1b chromo inh: HTS for Inhibitors of HP1-beta Chromodomain Interactions with Methylated Histone Tails | Chromobox protein homolog 1 (Homo sapiens), P83916 | AlphaScreen HP1-beta / biotin-H3K9me3 peptide binding | Potency, µM (series often up to 114 µM), without a hit: at the top dose activity change, negative = inhibition, usual class: inhibitors | actives 0.56% (n = 390,000) | AID 540317, 2011; note: potency is the fitted concentration of half-maximal effect; nearly all actives have a fitted effect of over 70% in size; inactives centre near 23
#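 Compound inhibition of the preformed complex between 50 nM HP1-beta and 50 nM biotinylated H3K9me3 peptide was read by AlphaScreen. Buffer was PBS pH 7.4 with 0.01% Tween-20. Incubations ran 30 min at room temperature, with 10 ug/mL donor/acceptor beads.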
# G9a inh: qHTS Assay for Inhibitors of Histone Lysine Methyltransferase G9a; actives 8.8% (n = 350,000); G9a H3K9 monomethylation, AlphaScreen, 2 h; AID 504332, 2011; Histone-lysine N-methyltransferase EHMT2 (Homo sapiens), Q96KQ7; Potency, µM (doses to about 102 µM), for the others: top-dose activity, negative = inhibition, hits mostly inhibitors; note: potency is the fitted concentration of half-maximal effect; % is set by controls: 0 for no effect and ±100 for the full control effect; nearly all actives have a fitted effect of over 75% in size
#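 Chemiluminescent proximity detection of H3K9 monomethylation, read after 10 min bead incubation in the dark. Reaction: 20 nM G9a, 500 nM biotin-H3K9 peptide, 20 uM SAM cofactor, 2 h, room temperature, following 15 min enzyme-compound preincubation.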
# GLS inh: qHTS for Inhibitors of Glutaminase (GLS); GLS enzymatic activity, qHTS titration; AID 624170, 2012; Potency, µM (doses to about 45.5 µM), for the others: at the highest dose activity change, negative = inhibition, most hits filed as inhibitors; actives 0.21% (n = 410,000); note: potency is the fitted concentration of half-maximal effect; % is set by controls: 0 for no effect and ±100 for the full control effect
#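 Human kidney-isoform GLS in 45 mM KH2PO4 pH 8.2, 0.02% Tween-20, with compound, started with 1mM L-Glutamine (added stock). Glutamate oxidase/HRP/Amplex red coupled fluorescence read at start and after 30 min at RT.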
# PGK inhibitor: qHTS Assay to Find Inhibitors of Phosphoglycerate Kinase. Phosphoglycerate kinase, glycosomal (Trypanosoma brucei brucei), P07378. PGK/GAPDH coupled, Kinase-Glo luminescence, 60 min. actives 0.043% (n = 380,000). Potency, µM (top dose mostly 57.5 µM), for inactives: top-dose activity change, negative = inhibition, actives largely listed as inhibitors; note: potency is the fitted concentration of half-maximal effect; % is set by controls: 0 for no effect and ±100 for the full control effect; nearly all actives have a fitted effect of over 60% in size
#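 Luminescent ATP detection (Kinase-Glo Plus) follows a 60-minute room-temperature incubation, with wells lacking PGK as controls. Buffer: 100 mM TEA (pH 7.6), 5 mM MgCl2, 0.01% Tween-20. Coupling enzyme GAPDH (100 nM final) supplies unstable 1,3-BPG in-well.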
# BAZ2B block: qHTS Assay for Inhibitors of BAZ2B; AID 504333, 2011; AlphaScreen BAZ2B-H3K14Ac peptide displacement; actives 4.4% (n = 360,000); Potency, µM (series often up to 114 µM), inactives show at the top dose activity change, negative = inhibition, hits mostly inhibitors; Bromodomain adjacent to zinc finger domain protein 2B (Homo sapiens), Q9UIF8; note: potency is the fitted concentration of half-maximal effect; % is set by controls: 0 for no effect and ±100 for the full control effect; nearly all actives have a fitted effect of over 60% in size
# Target sequence (Q9UIF8 whole entry, looked up, the tested form may be a part): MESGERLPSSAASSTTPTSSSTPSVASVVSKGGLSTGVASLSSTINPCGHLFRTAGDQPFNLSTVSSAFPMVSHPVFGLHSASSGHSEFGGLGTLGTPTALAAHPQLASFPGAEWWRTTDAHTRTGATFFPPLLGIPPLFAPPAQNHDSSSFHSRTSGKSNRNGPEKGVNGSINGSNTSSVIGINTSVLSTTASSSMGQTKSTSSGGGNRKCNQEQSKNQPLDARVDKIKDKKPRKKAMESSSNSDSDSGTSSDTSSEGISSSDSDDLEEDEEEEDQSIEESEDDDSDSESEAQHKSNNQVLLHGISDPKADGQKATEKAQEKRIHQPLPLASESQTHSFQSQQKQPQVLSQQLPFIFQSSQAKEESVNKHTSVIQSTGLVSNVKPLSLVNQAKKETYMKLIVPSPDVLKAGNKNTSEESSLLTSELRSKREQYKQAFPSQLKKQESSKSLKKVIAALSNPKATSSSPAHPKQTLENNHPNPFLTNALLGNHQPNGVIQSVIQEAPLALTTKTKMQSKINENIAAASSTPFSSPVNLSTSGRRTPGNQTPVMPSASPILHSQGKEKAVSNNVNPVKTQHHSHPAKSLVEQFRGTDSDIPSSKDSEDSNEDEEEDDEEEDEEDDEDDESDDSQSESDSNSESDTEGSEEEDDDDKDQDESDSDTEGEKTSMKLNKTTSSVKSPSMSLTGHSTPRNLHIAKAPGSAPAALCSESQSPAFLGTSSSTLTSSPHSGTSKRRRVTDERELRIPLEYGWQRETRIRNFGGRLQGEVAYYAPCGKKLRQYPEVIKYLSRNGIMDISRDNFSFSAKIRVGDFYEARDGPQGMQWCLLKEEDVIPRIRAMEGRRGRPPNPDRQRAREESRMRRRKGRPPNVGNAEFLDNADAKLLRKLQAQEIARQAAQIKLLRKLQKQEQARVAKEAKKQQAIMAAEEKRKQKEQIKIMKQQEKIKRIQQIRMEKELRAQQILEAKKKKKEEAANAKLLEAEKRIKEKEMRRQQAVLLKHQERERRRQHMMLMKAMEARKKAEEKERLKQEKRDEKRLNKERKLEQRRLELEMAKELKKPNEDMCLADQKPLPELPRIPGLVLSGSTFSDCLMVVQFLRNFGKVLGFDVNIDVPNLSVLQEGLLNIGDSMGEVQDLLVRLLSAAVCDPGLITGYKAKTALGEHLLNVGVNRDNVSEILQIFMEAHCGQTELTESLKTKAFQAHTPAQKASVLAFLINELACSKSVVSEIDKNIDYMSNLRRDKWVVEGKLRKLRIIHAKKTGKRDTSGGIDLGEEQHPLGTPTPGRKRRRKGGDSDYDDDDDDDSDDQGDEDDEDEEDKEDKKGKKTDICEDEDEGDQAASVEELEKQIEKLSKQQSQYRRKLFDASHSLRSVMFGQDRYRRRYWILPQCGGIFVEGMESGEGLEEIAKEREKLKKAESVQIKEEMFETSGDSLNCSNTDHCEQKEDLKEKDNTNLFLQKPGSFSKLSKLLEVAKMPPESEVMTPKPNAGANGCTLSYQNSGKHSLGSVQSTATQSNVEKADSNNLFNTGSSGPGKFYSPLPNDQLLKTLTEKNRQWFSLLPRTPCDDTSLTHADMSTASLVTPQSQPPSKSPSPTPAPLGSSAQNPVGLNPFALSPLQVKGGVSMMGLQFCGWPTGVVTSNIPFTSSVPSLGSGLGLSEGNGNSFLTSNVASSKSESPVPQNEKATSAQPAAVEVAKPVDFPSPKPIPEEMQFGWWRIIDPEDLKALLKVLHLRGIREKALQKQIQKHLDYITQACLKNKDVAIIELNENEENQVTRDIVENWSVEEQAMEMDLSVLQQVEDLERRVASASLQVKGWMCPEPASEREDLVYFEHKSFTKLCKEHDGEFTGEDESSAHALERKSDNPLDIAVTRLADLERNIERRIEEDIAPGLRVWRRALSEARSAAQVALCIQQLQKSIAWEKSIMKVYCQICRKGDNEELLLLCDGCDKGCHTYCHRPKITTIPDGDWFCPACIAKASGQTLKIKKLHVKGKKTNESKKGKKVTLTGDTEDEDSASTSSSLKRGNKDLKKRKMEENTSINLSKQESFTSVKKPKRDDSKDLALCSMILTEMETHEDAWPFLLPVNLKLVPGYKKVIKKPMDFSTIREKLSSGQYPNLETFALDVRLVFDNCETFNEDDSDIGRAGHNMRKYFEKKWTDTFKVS
#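 AlphaScreen displacement: compounds (up to 110uM) incubated 30 min at room temperature with a preformed 50 nM BAZ2B/50 nM biotinylated H3K14Ac peptide complex in PBS pH 7.4 with Tween-20. Donor and acceptor beads at 10 ug/mL final added, 20 min light-protected before reading.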
# JMJD2A Tudor inh: qHTS Assay for Inhibitors of JMJD2A-Tudor Domain; Lysine-specific demethylase 4A (Homo sapiens), O75164; AlphaScreen JMJD2A-Tudor / H3K4me3 peptide binding; Potency, µM (doses to about 114 µM), without a hit: top-dose activity change, negative = inhibition, hits mostly inhibitors; actives 4.4% (n = 390,000); note: potency is the fitted concentration of half-maximal effect; % is set by controls: 0 for no effect and ±100 for the full control effect; nearly all actives have a fitted effect of over 50% in size
# The depositor's hits bear a star; i = inactive; ? = inconclusive; . = no result given; [ ] = another dose, or the depositor's remark. Unless noted, calls come from the whole dose curve; as a rule, active = well fitted curve in the direction sought with a large enough effect; inconclusive = small, poorly fitted or top-dose-only effect, or another doubt; inactive = no such curve, though single readings can be large; an effect the other way counts as inactive or inconclusive.
SMILES,ERG Ets-DNA blk,PI4K2A inh,Pin1 inhibitor,HP1b chromo inh,G9a inh,GLS inh,PGK inhibitor,BAZ2B block,JMJD2A Tudor inh
O=C1CC(=O)N(CCc2ccccc2)C(=O)N1CCc1ccccc1,-1%,-65*,?,-1%,-29%[59 µM],15%,8%,?,?
O=C(CSc1nccn1-c1cccc(Cl)c1)NO,2%,-3,11%,28%,?,85%[activator],-2%,.,-2%[11.4 µM]
Cn1cc(C(=O)N2CCCCCC2)c(=O)c2cc(S(=O)(=O)N3CCCCC3)ccc21,-16%,5,12%,18%,.,-4%,-5%,-2%,-4%
CCOCCCN(C(=O)c1snc(C(N)=O)c1N)C(C(=O)NC1CCCC1)c1ccc(F)cc1 (stereo unspecified),19%,0,-3%,41%[activator],-3%,-10%,i,6%,-7%
Cc1cc(C(=O)CSc2ccccc2)cc(C)c1O,16%,1,-1%,42%[activator],21%,3%,-7%,4%,-8%
Cc1cc2c(cc1C)N[C@]1(C[C@H]3CCCC(=O)N4CC[C@@H](C1)[C@@H]34)C(=NC(C)(C)CC(C)(C)C)N2,-9%,-3,-5%,?,.,-1%,1%,.,22µM*
CCOc1ccc(C(=O)OCCN(C)C)cc1,-3%,6,-10%,32%,-23%,-4%,i,-5%,?
CCOc1ccc(NC(=O)CCC(=O)c2ccc(OC)cc2)cc1,-2%,7,4%,20%,.,2%,-6%,0%,-6%
Cc1ccc(C(=O)Nc2cccc(-c3ccc(N4CCOCC4)nn3)c2)cc1,7%,-1,10%,44%[activator],4%,-1%,0%,0%,-12%
C/C(=N/NC(=O)OC(C)(C)C)c1ccco1,2%,-12,0%,48%[activator],10%,2%,-10%,15%,-6%
COc1cc(S(=O)(=O)N2CCOCC2)ccc1NC(=O)COC(=O)c1ccc(Cl)nc1,-6%,-3,-1%,44%[activator],.,0%,4%,.,-5%
O=C(CCNS(=O)(=O)c1ccccc1C(F)(F)F)N1CCCCCCC1,5%,0,2%,29%,3%[12.7 µM],9%,3%,-2%,-8%
Cc1nc(NS(=O)(=O)c2ccccc2C)c2c3c(sc2n1)CCC3,2%,-13,10%,61%[activator],45µM*,-19%,8%,-9%,-8%
NS(=O)(=O)c1cccc(NC(=O)CCS(=O)(=O)c2ccc(Cl)cc2)c1,10%,-1,5%,11%[57 µM],32%,-3%,-2%,27%,-2%
COc1cccc(C2C=C(c3cccs3)Nc3ncnn32)c1OC (stereo unspecified),-3%,3,?,25%,.,7%,-6%,?,-28%
Cc1ccc(C(=O)COc2ccccc2N2C(=O)c3ccccc3C2=O)cc1,2%,-1,-3%,5%,-13%,20%,-10%,2%,-10%
O=C(NC1CCCCC1)NS(=O)(=O)c1ccc2c(c1)CCC2,-10%,10,-13%,31%,.,-5%,-7%,.,10%
CC1C=CCC2C(=O)N(c3ccc(OC(=O)c4ccco4)cc3)C(=O)C12 (stereo unspecified),2%,6,?,43%[activator],13%,-1%,7%,-4%,3%
C=C(C)C(=O)N1CC2(CC(c3cccc(NC(=O)/C(C)=C\C)c3)=NO2)C[C@H]1C(N)=O (stereo partly specified),20%,-6,8%,21%,-1%[12.7 µM],1%,5%,-3%,-5%
Oc1ccc(C[C@@H]2CNCCN2CC2CCCCC2)cc1,4%,-3,2%,29%,-4%[2.33 µM],20%,-7%,-2%,-24%
CN(C(=S)NC(=O)c1ccc(Cl)cc1)C1CCCCC1,2%,0,?,-22%,8.9µM*,-12%,2%,45µM*,-33%
CN(Cc1ccccc1)c1nc2c(c(=O)[nH]c(=O)n2C)n1Cc1ccccc1F,-1%,-19,3%,9%,-3%,-1%,i,?,-24%
O=S(=O)(NCC1NCCc2ccccc21)c1ccccc1 (stereo unspecified),11%,-1,-2%,33%,?,-6%,-10%,.,?
CN(C)S(=O)(=O)n1cc(/C=C(\NC(=O)c2ccccc2)C(=O)NCCCN2CCOCC2)c2ccccc21,-2%,2,6%,58%[activator],.,0%,0%,-19%,-16%
COc1ccc(S(=O)(=O)NCC(c2ccc(F)cc2)N2CCN(C)CC2)cc1 (stereo unspecified),-7%,-3,-6%,19%,?,4%,-2%,11%,-9%

# Shown as a hit in G9a inh (from the list above):
SMILES,ERG Ets-DNA blk,PI4K2A inh,Pin1 inhibitor,HP1b chromo inh,G9a inh,GLS inh,PGK inhibitor,BAZ2B block,JMJD2A Tudor inh
Cc1nc(NS(=O)(=O)c2ccccc2C)c2c3c(sc2n1)CCC3,2%,-13,10%,61%[activator],45µM*,-19%,8%,-9%,-8%
CN(C(=S)NC(=O)c1ccc(Cl)cc1)C1CCCCC1,2%,0,?,-22%,8.9µM*,-12%,2%,45µM*,-33%

# Going on with the list:
SMILES,ERG Ets-DNA blk,PI4K2A inh,Pin1 inhibitor,HP1b chromo inh,G9a inh,GLS inh,PGK inhibitor,BAZ2B block,JMJD2A Tudor inh
NC(=O)CC(O)c1cccc(Cl)c1 (stereo unspecified),1%,-18,5%,-12%,32%,7%,-6%,-2%,-9%[11.4 µM]
COc1ccc(/C=C/C(=O)NCCc2nc3ccccc3[nH]2)cc1,7%,-5,0%,18%,0%,-3%,-5%,12%,-12%
Cc1ccc(C(=O)Nc2nc(-c3nnn(-c4cccc(Cl)c4C)c3C)ns2)cc1C,3%,-1,19%,14%,-3%[59 µM],-7%,-2%,0%,8%
COc1ccc(CCNC(=O)CSc2nnc(CNC(=O)c3c(F)cccc3Cl)o2)cc1OC,3%,-1,-4%,23%,7%,-1%,i,-16%,-14%
CCc1cccc(NC(=O)c2ccc(NS(=O)(=O)c3c(C)noc3C)cc2)c1,3%,8,1%,25%,-4%,2%,i,-7%,1%
CC(C)OCCCNC(=O)c1cc2c(-c3ccc(Cl)cc3)nn(C)c2s1,0%,0,?,38%,3%[59 µM],-8%,-7%,.,-1%
COc1ccc(NC(=O)c2cc3c(s2)-c2c(C)cccc2OC3)cc1Cl,5%,-2,?,11%,?,-3%,13%,-3%,-33%
CCc1cnc2c(c1SCC(=O)NCc1ccc(C)cc1)c(=O)n(C)c(=O)n2C,3%,2,-11%,7%,-1%[59 µM],2%,i,-5%,-4%
COCCN1C=C(C(=O)OC)C(c2ccc(Cl)cc2)C(C(=O)OC)=C1,-6%,-5,3%,81%[activator],195%[activator],-3%,-9%,47%[activator],39%[activator]
COc1ccccc1-c1nc(C#N)c(N2CCN(C(=O)c3ccco3)CC2)o1,3%,-1,-6%,23%,51%,-2%,2%,1%,-1%
CC1CCN(C(=O)/C(=C\c2ccco2)NC(=O)c2ccccc2)CC1,17%,0,8%,15%,50µM*,-3%,-4%,-2%,-4%
CCOc1ccc(NC(=O)CN(C)C(=O)c2ccccc2OCc2c(C)noc2C)cc1OCC,-4%,3,4%,8%,1%,6%,1%,1%,-19%
COc1ccccc1C1Nc2c(sc3nc(C)cc(C)c23)C(=O)N1c1ccccc1 (stereo unspecified),0%,-1,2%,41%[activator],13%[59 µM],1%,-8%,15%,-12%
O=C(C1CCN(S(=O)(=O)N2CCOCC2)CC1)N1CCN(c2ccccc2)CC1,14%,-7,-1%,30%,-8%,27%,0%,5%,8%
NC(=O)c1nsc(C(=O)N(Cc2ccc(F)cc2)C(C(=O)NCC2CCCO2)c2ccc(O)cc2)c1N (stereo unspecified),5%,1,-3%,15%,22%,-3%,2%,1%,4%
O=C1C=CC(=Nc2ccc(F)cc2)O1,-2%,1,-2%,22µM*,.,12%,-1%,.,45µM*
CCN1C(=O)C(C(=O)NC(C)c2ccccc2)C2CC1(C)Oc1ccccc12 (stereo unspecified),0%,-2,-11%,30%,10%,17%,-14%,-1%,-7%
Cc1c(N=NC2=C(O)CC(C)(C)CC2=O)c(=O)n(-c2ccccc2)n1C,1%,-3,1%,?,-12%[12.7 µM],25%,-4%,35µM*,50µM*
CCCC(=O)NC(C)C(c1cccs1)N1CCN(C)CC1 (stereo unspecified),0%,0,-8%,10%,11%[59 µM],2%,i,5%,-14%
O=C1c2ccncc2C(=O)N1c1cccc(Cl)c1,-4%,8,0%,26%,?,-1%,i,1%,10%
CC(C)c1ccc(/C=C2\SC(=S)N(CC(=O)NCCCN3CCOCC3)C2=O)cc1,51%[activator],4,-1%,?,79µM*,-5%,1%,32µM*,?
O=[N+]([O-])c1ncccc1OCc1ccc(Br)cc1F,-17%,1,-7%,19%,-5%,0%,i,12%,0%
CCOC(=O)c1ccccc1NC(=O)C1CC(=O)N(C(C)(C)C)C1 (stereo unspecified),-8%,1,-2%,18%,25%,0%,-3%,1%,?
COc1ccc(CC(=O)Nc2cccc(S(=O)(=O)N3CCCCC3)c2)cc1,-3%,-6,4%,23%,?,1%,-1%,1%,-2%

# Screening data deposited in PubChem by National Center for Advancing Translational Sciences (NCATS).
